M1 ag parental: counter-screen for M1 agonists: effect in parental CHO-K1 cells | AID 602248 | Fluo-8 calcium fluorescence; scaled to maximal ATP response, vehicle zero | 0.48% of 360,000 active | activation, % at 3 µM; in the data active = activation above about 15%;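 also: untransfected CHO-K1 host cells lacking M1 receptor as counterscreen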
OXTR potentiator: human OXTR potentiation; 0.061% of 320,000 active; activation, % at 3 µM; AID 2445; P30559; CHO-OTR cells, Fluo-8 calcium fluorescence, potentiator mode; 0% = oxytocin EC15, 100% = EC100;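 active = activation above that plate's cutoff, the mean activation of tested compounds plus 3 SD, cut at about 6.6% in these data, passing the limit was not always enough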;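 also: 100% uses oxytocin at 75 nM as the full agonist control; some results filed as inactive read as strong as hits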
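assay system = CHO-OTR cells, human receptor | schedule = compound 6 min at room temperature before oxytocin, 100 s read | detection = Fluo-8 intracellular calcium fluorescence, ex 470-495, em 515-575 nm | evaluation = normalized max/min fluorescence ratio, % activation | control set = EC15 oxytocin alone as 0%, 75 nM oxytocin (EC100) as 100%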
TAAR1 ag: agonists of human TAAR1; 0.99% of 360,000 active; CHO RD-HGA16 TAAR1, Fluo-8 calcium fluorescence; vehicle wells 0%, saturating PEA agonist 100%; activation, % at 3 µM; Q96RJ0;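 active = activation above the mean activation of all test compounds in the run plus 3 SD, cut at about 38% in these data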
Target sequence (Q96RJ0 whole entry, looked up): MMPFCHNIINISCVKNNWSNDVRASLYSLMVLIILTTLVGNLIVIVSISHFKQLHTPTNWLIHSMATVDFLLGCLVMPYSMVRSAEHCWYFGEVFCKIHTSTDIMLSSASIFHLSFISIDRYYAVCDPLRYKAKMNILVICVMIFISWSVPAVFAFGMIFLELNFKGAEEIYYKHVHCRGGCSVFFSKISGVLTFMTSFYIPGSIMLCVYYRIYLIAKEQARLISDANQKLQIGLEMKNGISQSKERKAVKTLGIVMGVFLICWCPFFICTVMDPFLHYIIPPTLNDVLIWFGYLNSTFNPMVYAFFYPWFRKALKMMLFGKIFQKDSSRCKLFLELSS
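Signal – calcium-sensitive Fluo-8 signal, excitation 470-495, emission 515-575 nm · System – RD-HGA16 (CHO) cells co-expressing Gα16 and hTAAR1 · Incubation – 17-24 h seeding, 75 min 37 °C dye, 30 min RT · Compound dosing – 3 µM single concentration · Repeats – no replicates (n 1)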
CHO-K1 Ca antag: nonselective inhibitor or artifact in parental CHO-K1 cells. ATP-induced calcium, Fluo-8 fluorescence. inhibition, % at 3 µM. 0.6% of 360,000 active. AID 602250;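 active = inhibition above a per-plate cutoff, the plate's mean sample inhibition plus 3 SD, cut at about 24% in these data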;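 also: 0% = DMSO plus EC80 ATP and 100% = DMSO alone without ATP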
TAAR1 antagonist: human TAAR1 antagonism | Q96RJ0 | CHO RD-HGA16 TAAR1, Fluo-8 calcium fluorescence, antagonist | inhibition, % at 3 µM | 1.5% of 360,000 active;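 active = inhibition above a per-plate cutoff, the mean inhibition of test compounds on that plate plus 3 SD, cut at about 49% in these data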;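 also: 0% = DMSO plus EC80 beta-PEA response and 100% = DMSO alone without agonist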
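Test system: RD-HGA16 CHO cells with stable hTAAR1 and Gα16 / Probe or stimulus: EC80 β-phenethylamine stimulus / Times: seeding 17-24 h prior, 75-min 37 °C, 30-min RT dye loading / Detection: Fluo-8 calcium-sensitive fluorescence / Read-out basis: % inhibition scaled between DMSO and EC80 PEA controls / Repeats: singlicate, one well per test compound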
M1 PAM parental: M1 PAM counterscreen hit in parental CHO-K1 cells; activation, % at 3 µM; ATP EC20, Fluo-8 calcium fluorescence; 0% at ATP EC20, 100% at ATP max; 0.02% of 360,000 active; AID 602247;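 active = activation above the run cutoff, the mean activation of all test compounds plus 3 SD, cut at about 40% in these data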;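 also: peak over basal fluorescence ratio in a 140 s read after ATP addition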
M1 antag: blocks human M1 muscarinic receptor; AID 588852; CHO-K1 hM1, Fluo-8 calcium fluorescence, ACh EC80 antagonist; inhibition, % at 3 µM; 1.3% of 360,000 active;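 active = percent inhibition above its own plate's cutoff, namely the mean of that plate's compound wells plus 3 SD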;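 also: peak over basal fluorescence ratio during 140 s after agonist addition; 0% = ACh EC80 plus DMSO and 100% = DMSO alone without agonist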
Target sequence (P11229 whole entry, looked up): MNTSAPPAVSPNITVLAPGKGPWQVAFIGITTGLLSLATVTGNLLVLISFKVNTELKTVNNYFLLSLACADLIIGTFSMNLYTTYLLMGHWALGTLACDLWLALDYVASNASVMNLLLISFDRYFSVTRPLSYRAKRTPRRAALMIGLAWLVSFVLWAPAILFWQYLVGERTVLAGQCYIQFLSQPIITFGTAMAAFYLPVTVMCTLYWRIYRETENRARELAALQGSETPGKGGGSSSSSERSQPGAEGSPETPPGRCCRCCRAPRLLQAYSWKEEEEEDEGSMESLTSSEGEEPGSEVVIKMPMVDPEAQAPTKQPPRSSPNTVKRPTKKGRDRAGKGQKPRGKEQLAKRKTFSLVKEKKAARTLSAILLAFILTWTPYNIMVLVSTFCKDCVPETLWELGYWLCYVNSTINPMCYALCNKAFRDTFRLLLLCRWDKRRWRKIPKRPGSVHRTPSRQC
CHO parental Ca: counter-screen: ATP calcium response change in parental CHO cells. parental CHO-K1, ATP-induced calcium, Fluo-8 fluorescence. inhibition, % at 5.6 µM. 0.63% of 330,000 active. AID 463079;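 active = inhibition above that plate's mean sample inhibition plus 3 SD, cut at about 26% in these data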;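 also: 0% = ATP-challenged DMSO wells and 100% = DMSO wells without ATP; some compounds past the cut are filed as inactive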
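Assay system – parental CHO cells · Reagent – ATP stimulus · Detection – intracellular calcium via Fluo-8 no-wash fluorescent dye · Evaluation – percent inhibition of ATP-evoked calcium rise, normalized to controls · Controls – ATP wells versus no-ATP DMSO wells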
M1 ag: agonists of human M1 muscarinic receptor; P11229; CHO-K1 hM1, Fluo-8 calcium fluorescence, agonist mode; 0% DMSO, 100% acetylcholine EC100; activation, % at 3 µM; 0.33% of 360,000 active;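 active = activation above the run's mean compound activation plus 3 SD, cut at about 16% in these data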;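 also: peak over basal fluorescence ratio within a 140 s kinetic read after compound addition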
The depositor's hits bear a star; / = no result given. Random draw from the library; 4.2% or so of the library scored in one or more.

SMILES | M1 ag parental | OXTR potentiator | TAAR1 ag | CHO-K1 Ca antag | TAAR1 antagonist | M1 PAM parental | M1 antag | CHO parental Ca | M1 ag
CC1CCCC(NC(=O)c2ccc(COc3ccccc3)o2)C1C (stereo not given) | 0.9 | -3 | -2 | -5 | -18 | 20 | -11 | -22 | -3
O=C(COc1ccc2c(c1)OCO2)Nc1nnc(Cc2ccccc2)s1 | 1.3 | 3 | 0 | -18 | -1 | 2 | -5 | -5 | -3
CCCS(=O)(=O)N1CCCC(C(=O)NCc2ccc3c(c2)OCO3)C1 (stereo not given) | 0.1 | -12 | 5 | 9 | -3 | -6 | 7 | 2 | -2
Cc1nnc(SCc2ccc([N+](=O)[O-])cc2)[nH]c1=O | 0.3 | 2 | 5 | -3 | 9 | 15 | -12 | -4 | -7
O=c1ccc(-c2ccc(S(=O)(=O)Nc3cccc(Br)c3)o2)n[nH]1 | 0.7 | -4 | 0 | -14 | -17 | 18 | -4 | -6 | -4
O=C(CSC1=NC(=O)C(c2ccccc2)C(=O)N1)Nc1cccc(Cl)c1 (stereo not given) | -0.1 | -4 | 9 | 1 | -2 | 6 | -29 | -5 | 1
CC1(C)CC(=O)C=C(C#CC2(O)CCCCC2)C1 | 0.0 | / | 2 | -5 | -8 | 18 | -3 | / | -10
CCCC(=O)C1=C(O)C(C(=O)OC)C(C)(C)CC1=Nc1ccc(Br)cc1 (stereo not given) | 1.7 | 7 | -2 | -9 | -1 | 21 | 13 | -41 | -6
CCCNC(=O)C1(C)CCCN(Cc2cccc(Oc3ccccc3)c2)C1 (stereo not given) | -0.3 | / | 10 | 0 | -6 | -4 | -13 | / | -8
CCOc1ccc(S(=O)(=O)N2CCCC(C(=O)N3CCC(C(N)=O)CC3)C2)cc1Cl (stereo not given) | 0.0 | -10 | 3 | -5 | -5 | 24 | -4 | -19 | -6

4 compounds drawn at random from the list so far, as already listed:
SMILES | M1 ag parental | OXTR potentiator | TAAR1 ag | CHO-K1 Ca antag | TAAR1 antagonist | M1 PAM parental | M1 antag | CHO parental Ca | M1 ag
CCOc1ccc(S(=O)(=O)N2CCCC(C(=O)N3CCC(C(N)=O)CC3)C2)cc1Cl (stereo not given) | 0.0 | -10 | 3 | -5 | -5 | 24 | -4 | -19 | -6
CC1CCCC(NC(=O)c2ccc(COc3ccccc3)o2)C1C (stereo not given) | 0.9 | -3 | -2 | -5 | -18 | 20 | -11 | -22 | -3
O=C(CSC1=NC(=O)C(c2ccccc2)C(=O)N1)Nc1cccc(Cl)c1 (stereo not given) | -0.1 | -4 | 9 | 1 | -2 | 6 | -29 | -5 | 1
CCCNC(=O)C1(C)CCCN(Cc2cccc(Oc3ccccc3)c2)C1 (stereo not given) | -0.3 | / | 10 | 0 | -6 | -4 | -13 | / | -8

(more compounds)
SMILES | M1 ag parental | OXTR potentiator | TAAR1 ag | CHO-K1 Ca antag | TAAR1 antagonist | M1 PAM parental | M1 antag | CHO parental Ca | M1 ag
Cc1cc(SCC#N)nc2ccccc12 | -0.2 | -14 | -1 | 14 | 8 | -27 | 5 | -10 | -2
COC(=O)[C@@]1(Cc2ccccc2)[C@H]2C(=O)N(Cc3ccccc3)C(=O)[C@H]2[C@H]2CN=C(SCC(=O)c3ccccc3)N21 | 0.8 | / | 4 | -4 | 1 | 14 | 6 | -14 | -6
CCCCn1c(SCC(=O)N2CCC(C(=O)OCC)CC2)nc2cc(S(N)(=O)=O)ccc21 | 0.7 | 2 | 13 | -10 | -5 | 16 | -11 | -22 | -3
Cc1ccccc1N(CC(=O)NC1CCCC1)C(=O)C1(C)CC(=O)N=C2C=CC=CN21 (stereo not given) | -0.2 | 0 | 6 | 5 | 9 | 0 | -4 | 2 | -3
O=C(NCC(=O)N(Cc1cccs1)C(C(=O)NC1CCCCC1)c1ccco1)c1cccs1 (stereo not given) | 4.3 | -20 | 21 | 15 | 45 | -4 | 36* | -12 | 0
CC(NC(=O)COC(=O)c1nc(Cl)ccc1Cl)c1ccccc1 (stereo not given) | -0.4 | 0 | 0 | -9 | 6 | -4 | 2 | -9 | -1
Cc1cc(C)c2ccc3c(C)c(C)nc3c2[nH]1 | 0.3 | -4 | 1 | 6 | -11 | 5 | 6 | 4 | -4
Fc1cccc(NC(=S)Nc2cccc3ccccc23)c1 | 0.5 | 3 | 3 | -2 | -4 | -5 | 13 | -11 | -3
Nn1cnnc1N/N=C/c1cc(Br)cc(Br)c1O | 0.0 | -4 | 14 | 2 | -12 | -5 | -12 | 7 | -1
CC(NS(=O)(=O)c1ccc(Br)cc1)c1ccccc1 (stereo not given) | 0.0 | -16 | -2 | -11 | -7 | 13 | -9 | -11 | -7
O=S(=O)([N-]c1nc2ccccc2nc1-[n+]1ccc(Cc2ccccc2)cc1)c1ccc(Br)s1 | 0.9 | -6 | 8 | -3 | -12 | 17 | -10 | -17 | -5
CCOC(=O)c1c(NC(=O)CC2SC(N)=NC2=O)sc(C)c1C (stereo not given) | -0.2 | 8 | 9 | 8 | -20 | 0 | -7 | -6 | -2
COc1cc(/C=C2\SC(=S)N(CC(=O)Nc3cccnc3)C2=O)cc(OC)c1OC | 3.1 | -13 | 3 | -10 | 0 | 20 | -6 | -14 | -6
COC(=O)CN1C(=O)[C@H]2[C@@H](c3ccc(C)o3)N3C(=O)CN(Cc4ccccc4)C(=O)[C@@]3(Cc3ccccc3)[C@H]2C1=O | 0.5 | 4 | 0 | -20 | 10 | 8 | -12 | -16 | -2
COc1ccc(N2CCN(C3CCCN(C(=O)CCN4CCCCO4)C3)CC2)cc1 (stereo not given) | 1.5 | / | 0 | -9 | -11 | 3 | -13 | / | -4
CN(c1cccc(NC(=O)Cc2ccccc2)c1)S(C)(=O)=O | 1.3 | -8 | 0 | -7 | 5 | 21 | 0 | -3 | -5
COCc1cc(=O)[nH]c(N2CCN(C(=O)c3ccco3)CC2)n1 | 1.1 | -2 | -1 | -18 | 8 | 11 | -11 | 0 | -2
Cc1cc(SCC(=O)NC2CCCC2)nc2ccccc12 | -0.2 | 3 | 14 | -2 | -6 | -6 | 3 | 4 | -3
Cc1nccn1CCCNC(=O)CC1C(=O)NCCN1Cc1ccccc1C(F)(F)F (stereo not given) | 0.2 | 3 | 3 | -6 | -20 | 11 | -8 | -1 | -6
CC(C(=O)Nc1ccccc1C#N)N1C(=O)NC2(CCCCCC2)C1=O (stereo not given) | 0.6 | / | -1 | 0 | -4 | -7 | -4 | / | -1
O=c1c2c(-c3ccc(Cl)cc3)csc2ncn1/N=C/c1cccc([N+](=O)[O-])c1O | 0.0 | -14 | 9 | -15 | 12 | 10 | 0 | -14 | -4
Cc1ccccc1NC(=S)Nn1cnnc1 | 0.0 | -6 | 1 | 17 | -3 | -17 | -10 | -3 | 1
C[C@H](CO)N1C[C@H](C)[C@H](CN(C)C(=O)NC2CCCCC2)Oc2ncc(Br)cc2C1=O | 0.3 | / | 2 | -13 | -11 | 0 | -19 | / | -4
Cc1cc(N2CCOCC2)nc(SCc2c(Cl)cccc2Cl)n1 | 2.3 | -8 | 4 | -8 | 9 | 24 | -7 | -40 | -3
CCS(=O)(=O)N1Cc2ccccc2CC1C(=O)Nc1ccc(F)c(F)c1 (stereo not given) | 3.1 | -10 | 1 | -16 | -12 | 10 | -2 | -22 | -7
CCOc1cc(NC(=O)c2ccccn2)c(OCC)cc1NC(=O)c1ccccc1 | 0.1 | -15 | 2 | 5 | 3 | 8 | -2 | 0 | -6
O=c1cc(CN2CCCc3ccccc32)nc2sccn12 | 0.4 | 0 | 13 | 6 | -1 | 6 | -1 | -26 | -14
C/C(CC(=O)NCc1ccco1)=N\NC(=O)Cc1cccc2ccccc12 | 0.6 | -19 | 3 | -4 | -5 | 15 | -2 | -9 | -5
CCOc1ccc(C(CC(=O)O)NC(=O)COc2ccc3ccccc3c2)cc1OC (stereo not given) | 7.1 | 4 | 0 | -1 | 15 | 14 | 9 | -4 | -3
Cc1ccc(S(=O)(=O)N2CCC[C@H]2C(=O)OCC(=O)N2c3ccccc3NC(=O)C2(C)C)cc1 | 0.3 | / | 1 | -15 | -24 | 18 | -3 | / | -7
CCOC(=O)Cc1csc(NC(=O)c2ccc(NC(C)=O)cc2)n1 | 0.8 | -4 | 2 | -15 | 7 | 10 | -4 | -15 | -1
Cc1cc(Nc2ccc(C(C)C)cc2)n2ncnc2n1 | -0.3 | -9 | -1 | -10 | -24 | 11 | -10 | -16 | -12
O/N=C1/CCCCc2sccc21 | 1.0 | -17 | 2 | -13 | -8 | 30 | -1 | -7 | -3
Cc1cc(Br)c(OCc2ccc(C(=O)N/N=C3\CC(=O)CC(C)(C)C3)cc2)c(Br)c1 | 0.8 | -5 | 1 | -11 | -21 | -3 | 7 | -8 | -7
O=C(C1CCCN1S(=O)(=O)c1cccc2nsnc12)N1CCCCCC1 (stereo not given) | 0.8 | -8 | 4 | -2 | 13 | -4 | -24 | -4 | -1
O=C1Cc2ccccc2C(=O)N1Cc1cccc(Cl)c1 | 8.9 | / | 3 | -7 | 6 | 8 | -5 | / | -4
C/C(=N/NC(=O)CC1N=C(Cc2ccccc2)NNC1=O)c1cccnc1 (stereo not given) | -0.7 | -6 | 2 | -8 | -27 | 29 | -7 | 23 | -3
CCOc1ccc2oc(C(=O)NC3CC(C)(C)NC(C)(C)C3)c(C)c2c1 | 0.9 | -1 | 0 | -6 | 5 | 17 | -6 | -7 | -4
COc1ccc(C2=NOC3(CC(=O)N(c4ccc(F)cc4)C3=O)C2)cc1 (stereo not given) | 1.1 | 2 | 3 | -4 | -40 | -3 | -7 | -3 | 0
N#C/C(=C\c1coc2ccccc2c1=O)C(N)=S | 3.3 | -7 | 6 | -12 | 14 | 16 | -5 | -9 | -2
O=C1c2ccccc2-c2c1cccc2C(=O)N1CCCCCC1 | -0.2 | 4 | 3 | 9 | -15 | 1 | -8 | -22 | -6
Cc1ccc(Cl)cc1NC(=O)c1ccc(NC(=O)CCC(=O)O)cc1 | 1.8 | 0 | 4 | -2 | 5 | 19 | -8 | 1 | -5
CCOC(=O)c1sc(NC(=O)c2cccnc2)c(C#N)c1C | 0.8 | -19 | 11 | -5 | -1 | 5 | -4 | -9 | 3
CCOC(=O)c1sc2nc3c(cc2c1N)COC(C(C)C)C3 (stereo not given) | 0.4 | -5 | 12 | 1 | 4 | 17 | -4 | 0 | -5
Cc1ccc(N(CC(=O)NC(C)(C)C)C(=O)CNC(=O)c2cccs2)c(C)c1 | 2.2 | -2 | 5 | -11 | -15 | 30 | 0 | -26 | -9

Assay outcomes deposited in PubChem BioAssay by The Scripps Research Institute Molecular Screening Center.
